Screens as filed in PubChem BioAssay.
AmpC inh det = Promiscuous and Specific Inhibitors of AmpC Beta-Lactamase (assay with detergent) | P00811 | actives 0.09% (n = 71,000) | Potency, µM (top dose mostly 28.7 µM), inactives show at the highest dose activity change, negative = inhibition | purified AmpC, nitrocefin hydrolysis with detergent; active means well fitted curve in the direction sought with a large enough effect
Target sequence (P00811 whole entry, looked up): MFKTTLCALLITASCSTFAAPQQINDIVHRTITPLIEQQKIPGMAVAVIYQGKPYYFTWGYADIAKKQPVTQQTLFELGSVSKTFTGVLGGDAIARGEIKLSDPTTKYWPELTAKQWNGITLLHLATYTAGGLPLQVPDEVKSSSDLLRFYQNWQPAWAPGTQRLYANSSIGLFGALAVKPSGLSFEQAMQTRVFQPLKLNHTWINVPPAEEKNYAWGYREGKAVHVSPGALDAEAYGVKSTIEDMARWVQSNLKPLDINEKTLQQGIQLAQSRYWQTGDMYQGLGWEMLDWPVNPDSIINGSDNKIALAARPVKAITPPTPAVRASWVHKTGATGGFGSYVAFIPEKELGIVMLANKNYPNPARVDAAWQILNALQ
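E. coli AmpC (5.3 nM) in 20 mM phosphate pH 7.0 with 0.01% Triton X-100, preincubated 15 min RT with compound; nitrocefin (2 uL of 800 uM stock) hydrolysis followed by 480 nm absorbance every 20 s over 4 min.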
* = called active by the depositor; [ ] = another dose, or the depositor's remark. On the % scale 0 is the no-effect control and ±100 the full control effect; potency means the concentration at half of the fitted maximal effect. An excerpt, so the mix of outcomes need not match the whole.

SMILES | AmpC inh det
CCC(Sc1nc(-c2ccccc2)c(C#N)c(=O)[nH]1)C(=O)Nc1cc(C)on1 (configuration not stated) | 0%
CCOC(=O)C1C(=O)N(C)C2(C)CC1c1ccccc1O2 (configuration not stated) | 1%
CC(C)COC(=O)NCC12C=CC(O1)C1C(=O)N(c3ccc(Cl)cc3)C(=O)C12 (configuration not stated) | -1%
CCOC(=O)Nc1ccc2c(c1)N(C(=O)N(C)C)c1ccccc1CC2 | -1%
CSc1nsc(SC)c1NC(=O)OCC1CCCO1 (configuration not stated) | 2%
CC1CCCO1 (configuration not stated) | 4%
Cc1cccc2cc(C(c3nnnn3C(C)(C)C)N3CCN(C(=O)c4ccco4)CC3)c(=O)[nH]c12 (configuration not stated) | 14%
Cc1onc(-c2ccccc2)c1C(=O)N1CCC2(CC1)OCCO2 | -2%
CCCCOc1cccc(NC(=O)CSc2nccn2C)c1 | -3%
COc1cccc(-n2c(CNC(=O)OC(C)(C)C)n[nH]c2=S)c1 | 10%
CC1(C)C(c2ccccc2)=NC(c2ccccc2)N1O (configuration not stated) | -3%
O=C(OCc1cc2ccccc2[nH]c1=O)C1CCCO1 (configuration not stated) | -2%
COC(=O)C1C2C=CC3(CN(CCc4ccccc4)C(=O)C13)O2 (configuration not stated) | 1%
O=C(Nc1ccc2ccccc2c1)N1CCN(c2ncccc2C(F)(F)F)CC1 | -2%
O=C(NCCN1CCCCC1)c1ccc(I)cc1 | 0%
CCOc1ccccc1OCc1nn2c(COc3ccccc3)nnc2s1 | -1%
CCC[C@@H]1C[C@@]1(CCC)C(NC(=O)OCc1ccccc1)c1ccc(-c2ccccc2)cc1 (some centres not stated) | 0%
Cc1cc(-c2[nH]nc3c2C(c2ccsc2)C(C#N)=C(N)O3)c(C)s1 (configuration not stated) | -3%
COc1ccc(C(=O)Oc2cccnc2)cc1OC | -7%
COC(=O)[C@@]1(Cc2ccc(OC)cc2)[C@H]2c3cc(C(=O)N(C)C)n(Cc4ccc(C)c(F)c4F)c3C[C@H]2CN1C(=O)c1ccccc1 | 0%
COc1ccc(CC(=O)NC2CCN(Cc3nnnn3C(C)(C)C)CC2)cc1OC | -3%
COc1ccc(C(=O)NCCc2c[nH]c3ccccc23)cc1S(=O)(=O)N1CCOCC1 | -2%
Cn1c(=O)[nH]c(=O)c2c1nc(N1CCOCC1)n2CCCSc1ncccn1 | 0%
COc1ccc(OC)c(NC(=O)C2CCCN2C(=O)C2CCC(C)CC2)c1 (configuration not stated) | 11%
CC1CCCN(C(=O)CSc2nnc(-c3c[nH]c4ccccc34)o2)C1 (configuration not stated) | 8%
(listing goes on)
SMILES | AmpC inh det
C=CCn1c(NCc2ccc3c(c2)OCO3)nc2ccccc21 | -2%
C=C1CC[C@H](O)C/C1=C/C=C1\CCC[C@]2(C)[C@H]1CC[C@H]2[C@@H](C)/C=C\[C@@H](C)C(C)C | -5%[12.8 µM]
CC1CC(=O)N(Cc2ccccc2)c2ccccc2N1C=O (configuration not stated) | -6%
CCOC(=O)N1CCN(Cc2nc3c(c(=O)n(C)c(=O)n3C)n2Cc2cccc3ccccc23)CC1 | 1%
CCOC(=O)c1c(N)sc2c1C1CCN2CC1 | -2%
CCC(=O)Nc1c2c(nc3c1CCC3)CCCC2 | -1%
O=C(NC1CCCCCC1)C1CC(=O)N(Cc2ccccc2)C1 (configuration not stated) | -1%
COc1ccccc1N(C(=O)NCc1ccccc1)C1=NCC(C)S1 (configuration not stated) | 12%
O=c1[nH]c2cc3c(cc2cc1C(c1nnnn1C1CCCC1)N1CCSCC1)OCCO3 (configuration not stated) | 2%
COc1ccc(N2CCn3c2nc2c3c(=O)n(CCCc3ccccc3)c(=O)n2C)cc1 | -1%
COc1nc(OC)nc(N2CCC(C(=O)NCC3CCCCC3)CC2)n1 | -4%
CCCc1cc(=O)oc2cc(OCC(=O)N(C)C)c(Cl)cc12 | -4%
CC1CCN(C(=O)CSc2nnc(-c3cc4ccccc4cc3O)n2Cc2ccco2)CC1 | 2%
COc1ccc(-n2c(Cc3cccn3C)nnc2SCC(=O)Nc2ccc(C)cc2C)cc1 | 8%
O=C(O)c1cn(C2CC2)c2cc(N3CCNCC3)c(F)cc2c1=O | -2%[12.8 µM]
COC(=O)C1=C(N)Oc2c(c(=O)oc3ccccc23)[C@]12C(=O)N(C)c1ccccc12 | -3%
CN(CCc1ccccn1)C(=O)CCNC(=O)Cn1cnc2ccccc2c1=O | -3%
C=C(C)Cn1c(Sc2nc3ccccc3[nH]2)nc2c1c(=O)[nH]c(=O)n2C | 19%
O=C(c1ccncc1)N1CCN(C(=O)c2cccc3ccccc23)CC1 | 4%
CCC(=O)Nc1ccc(NC(=O)CN2CCCC(C)C2)c(Cl)c1 (configuration not stated) | -4%
CC1C2C(C)N(C)C(=O)N(C)C2N(C)C(=O)N1C (configuration not stated) | -1%
CCN1CC=C2C(C1)C(c1ccc(Cl)s1)C(C#N)=C(N)C2(C#N)C#N (configuration not stated) | -2%
COP(=O)(OC)O/C(=C\Cl)c1cc(Cl)c(Cl)cc1Cl | 10%
CC1=C(C)C(=O)C(CCCCC#CCCCC#CCO)=C(C)C1=O | -1%
O=C(NCc1cccnc1)c1cccc2c1C(=O)N(C1CCCCC1)C2 | -2%

4 entries from above, ordered by heavy-atom count, lowest first.
SMILES | AmpC inh det
CCC(=O)Nc1c2c(nc3c1CCC3)CCCC2 | -1%
C=CCn1c(NCc2ccc3c(c2)OCO3)nc2ccccc21 | -2%
O=C(c1ccncc1)N1CCN(C(=O)c2cccc3ccccc23)CC1 | 4%
CN(CCc1ccccn1)C(=O)CCNC(=O)Cn1cnc2ccccc2c1=O | -3%

7 entries from above, as comma-separated lines.
mol,AmpC inh det
COC(=O)C1=C(N)Oc2c(c(=O)oc3ccccc23)[C@]12C(=O)N(C)c1ccccc12,-3%
CC1=C(C)C(=O)C(CCCCC#CCCCC#CCO)=C(C)C1=O,-1%
C=C(C)Cn1c(Sc2nc3ccccc3[nH]2)nc2c1c(=O)[nH]c(=O)n2C,19%
CC1C2C(C)N(C)C(=O)N(C)C2N(C)C(=O)N1C (configuration not stated),-1%
CCCc1cc(=O)oc2cc(OCC(=O)N(C)C)c(Cl)cc12,-4%
CCOC(=O)c1c(N)sc2c1C1CCN2CC1,-2%
O=C(NC1CCCCCC1)C1CC(=O)N(Cc2ccccc2)C1 (configuration not stated),-1%

An excerpt of these results, as a markdown table.
| Structure | AmpC inh det |
| --- | --- |
| COc1ccccc1N(C(=O)NCc1ccccc1)C1=NCC(C)S1 (configuration not stated) | 12% |
| O=c1[nH]c2cc3c(cc2cc1C(c1nnnn1C1CCCC1)N1CCSCC1)OCCO3 (configuration not stated) | 2% |
| COc1ccc(N2CCn3c2nc2c3c(=O)n(CCCc3ccccc3)c(=O)n2C)cc1 | -1% |
| COc1nc(OC)nc(N2CCC(C(=O)NCC3CCCCC3)CC2)n1 | -4% |
| CCCc1cc(=O)oc2cc(OCC(=O)N(C)C)c(Cl)cc12 | -4% |
| CC1CCN(C(=O)CSc2nnc(-c3cc4ccccc4cc3O)n2Cc2ccco2)CC1 | 2% |
| COc1ccc(-n2c(Cc3cccn3C)nnc2SCC(=O)Nc2ccc(C)cc2C)cc1 | 8% |

Continuation.
SMILES | AmpC inh det
Cc1cc2cc(CN(CCCO)S(=O)(=O)c3cccc4nsnc34)c(=O)[nH]c2cc1C | -5%
CCC[C@@H]1CC2=CC(=O)CC[C@]2(C)[C@@H]2CC[C@@]3(C)[C@H](CC[C@]3(O)CCC(=O)O)[C@H]12 | -6%
CN(CC(=O)NCc1ccccn1)S(=O)(=O)c1ccc(Cl)cc1 | 5%
O=S(=O)(NC1CCN(Cc2ccccc2)CC1)c1cccc(S(=O)(=O)N2CCOCC2)c1 | 9%
COc1ccccc1-n1c(SCC(=O)NC(C)(C)C)nc(O)cc1=O | -2%
O=C(CN(Cc1ccco1)C(=O)CNS(=O)(=O)c1ccccc1)NCc1ccccc1 | -1%
C=CCn1c(SCC2=C(C(=O)OCC)C(C)NC(=O)N2)nnc1C1CCCCC1 (configuration not stated) | 17%
COc1nc(N(c2ccccc2)c2ccccc2)nc(-n2ccnc2)n1 | 6%
CCOC(=O)c1nnc2cc(-c3ccccc3)nn2c1C | 6%
CCOC(=O)N1CCN(S(=O)(=O)c2cc(Br)cc3c2N(C(C)=O)C(C)C3)CC1 (configuration not stated) | -3%
COc1ccc(-c2cc3nc(-c4ccccc4)cc(N4CCC5(CC4)OCCO5)n3n2)cc1 | -4%
CCCCCOC(=O)C1=C(C)NC(=O)NC1c1ccccc1OCC (configuration not stated) | 0%
CC(C)NC(=O)NC(=O)COC(=O)Cc1ccsc1 | 0%
CCOC(=O)C1CCN(C(=O)CSc2ccccc2)CC1 | -2%
O=P(c1ccc2c(c1)OCCO2)(N1CCOCC1)N1CCOCC1 | -5%
ClCc1ccccc1 | 12%
O=C(C1CCCN(S(=O)(=O)c2cccc3nsnc23)C1)N1CC=C(c2ccccc2)CC1 (configuration not stated) | 0%
CCN(CCCNC(=O)CNC(=O)Cn1cnc2ccccc2c1=O)c1cccc(C)c1 | -4%
Cc1cc(Cl)cc(C)c1OCCCCN1CCOCC1 | -1%
O=C(CSc1ncc(-c2ccc(F)cc2)n1Cc1ccco1)Nc1nccs1 | 7%
CCN(CC)CCCNC(=O)c1cc(-c2ccc(Cl)c(Cl)c2)on1 | -7%
CN(C(=O)CSc1nnc(NC2CCCCC2)s1)C1CCS(=O)(=O)C1 (configuration not stated) | -2%
CC(C)OC(=O)CSc1ncnc2c1cnn2-c1ccccc1 | 9%
CCN(CC)c1ccc(NC(=O)CN2CCN(c3ccc(F)cc3)CC2)cc1 | -5%
N#Cc1c(N)n[nH]c1-c1cc2c([nH]1)CCCC2 | 8%
Going on with the list:
SMILES | AmpC inh det
O=C(Nc1cccc2cccnc12)c1ccc(Br)o1 | 1%
Cc1cccc(NC(=O)CCN2CCOCC2)c1 | -1%
CC(=O)Nc1nc(CCC(C)C)cc2c1c(=O)oc1ccccc12 | -5%
CCOc1nc(S(=O)(=O)c2ccc(C)cc2)c(Cl)s1 | -1%
[O-][n+]1onc2c1CCc1c-2nn(-c2ccccc2Cl)[n+]1[O-] | -3%
CCOC(=O)Nc1sc2c(c1C#N)CCC(C)C2 (configuration not stated) | -2%
COc1cc(S(=O)(=O)NC2CCCCC2)ccc1Cl | 22%
CC(=O)N1CCCc2cc(S(=O)(=O)NC(C(=O)NCc3ccc(C)cc3)C(C)C)ccc21 (configuration not stated) | -2%
Cc1noc(C)c1COc1cccc(C(=O)OCCOc2ccc(F)cc2)c1 | -8%
COc1cc2c(C(=O)NCCCN3CC(C)CC(C)C3)cn(CC(C)C)c(=O)c2cc1OC (configuration not stated) | 4%
CCc1nnc(NC(=O)c2cnccn2)s1 | -4%
CCN(CC)CCNC(=O)Cn1nc(-c2ccccc2)c2ccccc2c1=O | -1%
CCn1c(C)nc2c(=O)oc3ccccc3c21 | 10%
Cn1c(=O)c2c(nc(CN3CCC(Cc4ccccc4)CC3)n2CCN2CCOCC2)n(C)c1=O | -2%
Cc1c(C(=O)NCc2cccnc2)oc2ccccc12 | 16%
CC(=O)N1CCN(c2ccc(NCc3cccs3)cc2)CC1 | -2%
COc1cccc(C2N(c3cccc(Cl)c3)C(=O)C3CCCN32)c1 (configuration not stated) | 5%
O=C(O)CCCCCNS(=O)(=O)c1ccc(Cl)cc1 | 6%
CCCC(=O)c1cc(F)c(N2CCOCC2)cc1C | -4%
O=C(c1csnn1)N1CCC2(CC1)CN(c1ccccn1)C2 | 22%
CC1=C(C(N)=O)C(c2ccco2)C(C(N)=O)=C(C)N1 | 4%
N#Cc1nc(COc2ccc(Cl)cc2)oc1NCc1ccc2c(c1)OCO2 | 2%
CC(=O)NC(Cc1c[nH]c2ccccc12)C(=O)OCC(=O)Nc1cc(C)on1 (configuration not stated) | 1%
CCn1c(COc2cccc3ccccc23)nnc1SCC(N)=O | 8%
COc1ccc(-c2nc3cnc(Nc4cccc(OC)c4)nc3n(C3CC3)c2=O)cc1 | 1%
Next part:
SMILES | AmpC inh det
CC(C)CN(C(=O)COC(=O)Cn1cnc2ccccc2c1=O)C1CCS(=O)(=O)C1 (configuration not stated) | -4%
COc1ccc(Cl)cc1N(C)C(=O)CCc1nc(-c2ccc(C)cc2)no1 | -1%
CCSc1nnc(NC(=O)CSc2nnc(Cc3cccn3C)n2-c2ccc(F)cc2)s1 | -2%
N[C@@H](C(=O)O)c1ccc(C(=O)O)c(O)c1 | -1%
Cc1noc(C)c1S(=O)(=O)N1CCCC(C(=O)Nc2cccnc2)C1 (configuration not stated) | -1%
CC(=O)N1CCc2cc(Br)cc(S(=O)(=O)NCCN3CCCCC3C)c21 (configuration not stated) | -2%
COc1ccc(-c2noc(CN(C(=O)c3ccc(OC(C)=O)cc3)C(C)C)n2)cc1OC | -5%
Cc1cccc(NC(=O)C2CCN(S(=O)(=O)c3cccc4cccnc34)CC2)c1 | 7%
CC(C)(C)c1ccc(-c2nnc3sc(-c4ccncc4)nn23)cc1 | -4%
O=C(Nc1ccccc1C(F)(F)F)c1cc(S(=O)(=O)N2CCOCC2)ccc1F | 10%
C#CCOCCCC(=O)O | -2%[5.75 µM]
CC1CC(C)CN(c2nc3c(c(=O)[nH]c(=O)n3C)n2CCCSc2nc3ccccc3s2)C1 (configuration not stated) | -3%
N#Cc1nc(-c2ccc(F)cc2)oc1NCc1cccc2c1OCO2 | 8%
O=C(C1CCC(C(=O)N2CCCCC2)CC1)N1CCCCC1 (configuration not stated) | -5%
O=C(Nc1ccccc1)c1cccc(N2CCCC2=O)c1 | 0%

Part of the list above in a different format:
COc1ccccc1-n1c(SCC(=O)NC(C)(C)C)nc(O)cc1=O
  AmpC inh det: -2%

CCC(Sc1nc(-c2ccccc2)c(C#N)c(=O)[nH]1)C(=O)Nc1cc(C)on1 (configuration not stated)
  AmpC inh det: 0%
